IMP-1 inhibitor: IMP-1 metallo-beta-lactamase inhibitors, primary screen, biochemical, epi-absorbance readout, Pseudomonas aeruginosa enzyme; metallo-beta-lactamase IMP-1 (Pseudomonas aeruginosa); purified IMP-1, nitrocefin hydrolysis, epi-absorbance fluorescence; inhibition, % at 5.6 µM; 290,000 compounds, 0.45% hits;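 active = inhibition above the mean plus 3 SD of all compounds in the same screening run, cut at about 4.5% in these data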;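 note: 0% = IMP-1 with DMSO and 100% = DMSO wells lacking enzyme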
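System: purified IMP-1; amount: IMP-1 0.2 nM before substrate addition; compound: single dose, 5.6 µM; times: 25 °C, 15 min preincubation, 25 min reaction; signal: Epi-absorbance via hydrolysed-nitrocefin quenching of white-plate fluorescence, 480/530 nm, EDTA stop; benchmarks: DMSO with and without IMP-1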
GPR7 antagonist: GPR7 receptor antagonists, primary screen, cell-based, fluorescence, single concentration; GPR7-expressing cells, fluorescence antagonist assay; Neuropeptides B/W receptor type 1 (Homo sapiens), P48145; inhibition, % at 4.4 µM; 290,000 compounds, 1.1% hits; in the data active = inhibition above about 16%, passing the limit was not always enough;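 note: cells stimulated with the agonist NPW; 0% = agonist with vehicle and 100% = vehicle without agonist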
Target sequence (P48145 whole entry, looked up): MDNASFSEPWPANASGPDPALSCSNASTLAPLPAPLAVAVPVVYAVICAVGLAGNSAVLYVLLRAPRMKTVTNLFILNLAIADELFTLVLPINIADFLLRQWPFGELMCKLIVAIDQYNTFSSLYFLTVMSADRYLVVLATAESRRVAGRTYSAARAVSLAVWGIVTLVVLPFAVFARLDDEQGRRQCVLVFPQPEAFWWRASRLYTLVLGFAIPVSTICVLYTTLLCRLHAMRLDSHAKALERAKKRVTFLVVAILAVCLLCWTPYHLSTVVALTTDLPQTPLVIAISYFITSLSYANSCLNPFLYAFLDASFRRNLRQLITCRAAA
NALP1 inh: NALP1 inflammasome inhibitors in reconstituted yeast, colorimetric, S. cerevisiae, triplicate retest | S. cerevisiae NALP1/ASC/caspase-1 growth, X-gal OD620, 72 h | inhibition, % at 10 µM | 280,000 compounds, 0.61% hits | AID 2071, 2009; in the data active = inhibition mostly above about 24%, no sharp cut-off; inactive = mostly below about 32%; note: some compounds called inactive have numbers as strong as hits
PHOSPHO1 block: PubChem AID 1565 | inhibition, % at 13.3 µM | recombinant PHOSPHO1, absorbance phosphatase assay | 290,000 compounds, 1.1% hits | Phosphoethanolamine/phosphocholine phosphatase (Homo sapiens), Q8TCT1; in the data active = inhibition above about 60%
Target sequence (Q8TCT1 whole entry, looked up): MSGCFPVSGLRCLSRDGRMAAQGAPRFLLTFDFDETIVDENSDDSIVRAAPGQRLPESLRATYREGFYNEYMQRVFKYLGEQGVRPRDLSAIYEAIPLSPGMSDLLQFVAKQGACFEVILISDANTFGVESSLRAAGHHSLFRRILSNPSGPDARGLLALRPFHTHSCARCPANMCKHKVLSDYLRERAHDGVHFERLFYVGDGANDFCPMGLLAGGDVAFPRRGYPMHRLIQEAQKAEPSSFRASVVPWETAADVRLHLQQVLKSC
IDE inh: human IDE inhibitors in live cells, primary screen, fluorescence polarization, HEK cells, FAbetaB substrate | FAbetaB cleavage | inhibition, % at 5.59 µM | 320,000 compounds, 0.41% hits;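 active = percent inhibition above the average of all tested compounds plus 3 SD, set per screening campaign, cut at about 16% in these data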;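 note: IDE supplied by intact live HEK cells; FP after avidin binding of uncleaved biotin substrate so inhibition keeps polarization high; 0% = DMSO wells and 100% = 60 µM reference IDE inhibitor Ii1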
VIM-2 inhibitor: VIM-2 metallo-beta-lactamase inhibitors, primary screen, biochemical, epi-absorbance readout, Pseudomonas aeruginosa enzyme | purified VIM-2, nitrocefin hydrolysis, epi-absorbance fluorescence | inhibition, % at 5.6 µM | 290,000 compounds, 0.89% hits | AID 1527, 2009;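 active = inhibition above the mean of all tested compounds plus 3 SD, cutoff set per screening run, cut at about 7.5% in these data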;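 note: red hydrolysis product quenches plate fluorescence so inhibitors raise well fluorescence; 0% = enzyme with DMSO and 100% = DMSO without enzyme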
PfM18AAP inh: PfM18AAP inhibitors, malaria aminopeptidase, primary screen, biochemical, QFRET, recombinant enzyme | AID 1822, 2009 | M18 aspartyl aminopeptidase (Plasmodium falciparum 3D7) | inhibition, % at 7.35 µM | 290,000 compounds, 1.2% hits | H-Glu-NHMec fluorogenic cleavage;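 active = inhibition above the campaign mean inhibition over all tested compounds plus 3 SD, cut at about 28% in these data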;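 note: 0% = plate median of test compound wells and 100% = 2 mM ZnCl2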
IDE cell activ: human IDE activators in live cells, primary screen, fluorescence polarization, HEK cells, FAbeta-B substrate; 340,000 compounds, 0.073% hits; FAbeta-B cleavage; 0% vehicle, 100% cell-free pure enzyme wells; activation, % at 5.96 µM; Insulin-degrading enzyme (Homo sapiens), P14735;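 active = activation above the mean of all tested compounds plus 3 SD, set per screening campaign, cut at about 17% in these data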
p-CIP stab down: p/CIP-EGFP fusion destabilizers, primary screen, fluorescence, F442A cells; AID 1984, 2009; 290,000 compounds, 0.01% hits; Q05BA5; 16 h; decrease of EGFP signal, % at 10 µM;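 active = EGFP signal decrease of at least 30% at 10 µM or well 3 SD below plate mean, unless failing retest; inactive = the rest, including hits failing retest or dose response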; note: some compounds called inactive have numbers as strong as hits; many of its hits are not listed in these tables
* hit, by the source's call.

Screening COc1ccccc1NS(=O)(=O)c1cc(NC(=O)Nc2cccc(C)c2)ccc1N1CCCCC1 returned IMP-1 inhibitor -3.5, GPR7 antagonist -14, NALP1 inh 38, PHOSPHO1 block 24, IDE inh 4, VIM-2 inhibitor -3.2, PfM18AAP inh 14, IDE cell activ 0 and p-CIP stab down -8.
For COc1ccccc1C1=NOC(CN2C(=O)c3ccccc3S2(=O)=O)C1 (stereo unspecified) the results were IMP-1 inhibitor -3.7, GPR7 antagonist -6, NALP1 inh -2, PHOSPHO1 block 37, IDE inh 2, VIM-2 inhibitor 7.7*, PfM18AAP inh -1, IDE cell activ 5 and p-CIP stab down 0.
Screening c1ccc2c(C3=NNC(=NC4CC4)SC3)c[nH]c2c1 returned IMP-1 inhibitor -0.2, GPR7 antagonist 2, NALP1 inh 24, PHOSPHO1 block -18, IDE inh 1, VIM-2 inhibitor -3.1, PfM18AAP inh 32*, IDE cell activ -7 and p-CIP stab down -34.
Screening CS(=O)(=O)n1nc(-c2cccnc2)nc1NCc1ccccc1 returned IMP-1 inhibitor -1.5, GPR7 antagonist -8, NALP1 inh -3, PHOSPHO1 block 38, IDE inh 6, VIM-2 inhibitor -2.5, PfM18AAP inh 9, IDE cell activ 3 and p-CIP stab down -6.
Screening Cc1cc(Cl)ccc1Oc1ccccc1C(=O)CC#N returned IMP-1 inhibitor -2.1, GPR7 antagonist -6, NALP1 inh 0, PHOSPHO1 block -16, IDE inh 7, VIM-2 inhibitor -2.5, PfM18AAP inh -6, IDE cell activ 1 and p-CIP stab down 3.
O=C(NC1CCCCC1)C(c1ccc(O)c(O)c1)N(C(=O)Cn1nnc2ccccc21)c1cccc(O)c1 (stereo unspecified) was read as IMP-1 inhibitor 11*, GPR7 antagonist 6, NALP1 inh 9, PHOSPHO1 block 13, IDE inh -2, VIM-2 inhibitor 0.8, PfM18AAP inh 86*, IDE cell activ 2 and p-CIP stab down 8.
For COC(=O)c1c(C)[nH]c(C(=O)C(C)OC(=O)C2=NNC(=O)CC2)c1C (stereo unspecified) the results were IMP-1 inhibitor -1.3, GPR7 antagonist 1, PHOSPHO1 block 10, IDE inh -1, VIM-2 inhibitor 0.7, PfM18AAP inh 1, IDE cell activ 4 and p-CIP stab down -1.
`Cc1ccc(OCCN2CCN(C(=O)CCC(=O)Nc3nnc(C(C)C)s3)CC2)cc1` gave IMP-1 inhibitor -5.7, GPR7 antagonist -1, NALP1 inh -10, PHOSPHO1 block 22, IDE inh 6, VIM-2 inhibitor -0.7, PfM18AAP inh -23, IDE cell activ -3 and p-CIP stab down -7.
For CCOc1ccccc1C1CC(c2cccc(NS(C)(=O)=O)c2)=NN1C(=O)c1ccccc1 (stereo unspecified) the results were IMP-1 inhibitor -0.4, GPR7 antagonist 11, NALP1 inh 16, PHOSPHO1 block -2, IDE inh 2, VIM-2 inhibitor -3.6, PfM18AAP inh -1, IDE cell activ 2 and p-CIP stab down -13.
CN(c1ccc(OCC(=O)OCC(=O)Nc2c(F)c(F)c(F)c(F)c2F)cc1)S(=O)(=O)c1ccc(F)cc1 was read as IMP-1 inhibitor -4.7, GPR7 antagonist 0, NALP1 inh 33, PHOSPHO1 block -2, IDE inh -3, VIM-2 inhibitor -5.5, PfM18AAP inh -6, IDE cell activ -1 and p-CIP stab down -8.
For C=CCS/C(N)=N\N=C\c1cc(Br)cc([N+](=O)[O-])c1O the results were IMP-1 inhibitor -1.4, GPR7 antagonist -11, NALP1 inh 13, PHOSPHO1 block 32, IDE inh 1, VIM-2 inhibitor -5.7, PfM18AAP inh 8, IDE cell activ 3 and p-CIP stab down -9.
`COc1ccc(CC(=O)c2ccc(O)cc2O)cc1` gave IMP-1 inhibitor 0.0, GPR7 antagonist 16, PHOSPHO1 block -8, IDE inh 0, VIM-2 inhibitor 0.6, PfM18AAP inh -1, IDE cell activ 4 and p-CIP stab down -3.
Screening COc1ccccc1N1CCN(C(=O)c2ccc3nc[nH]c3c2)CC1 returned IMP-1 inhibitor -1.3, GPR7 antagonist -12, NALP1 inh 26, PHOSPHO1 block 1, IDE inh 5, VIM-2 inhibitor -1.6, PfM18AAP inh -5, IDE cell activ 0 and p-CIP stab down 1.
COc1cccc2c1OC1(C)CC2NC(=O)N1c1cccc(C(=O)N2CCN(c3ccccc3)CC2)c1 (stereo unspecified) was read as IMP-1 inhibitor -0.9, GPR7 antagonist 16, NALP1 inh 3, PHOSPHO1 block -17, IDE inh 4, VIM-2 inhibitor -0.1, PfM18AAP inh 5, IDE cell activ 5 and p-CIP stab down 2.
`Cc1cc(OCC(=O)NC(C)c2ccccc2)ccc1[N+](=O)[O-]` (stereo unspecified) gave IMP-1 inhibitor -1.6, GPR7 antagonist -9, NALP1 inh 12, PHOSPHO1 block 20, IDE inh 3, VIM-2 inhibitor -2.3, PfM18AAP inh -3, IDE cell activ -2 and p-CIP stab down -7.
CCn1c(SCc2nc3sc(C(=O)O)c(C)c3c(=O)[nH]2)nc2ccccc21 was read as IMP-1 inhibitor -3.7, GPR7 antagonist -7, NALP1 inh 6, PHOSPHO1 block 26, IDE inh 5, VIM-2 inhibitor -3.8, PfM18AAP inh 33*, IDE cell activ 2 and p-CIP stab down 0.
O=C(CN1CCN(S(=O)(=O)c2ccc(Cl)s2)CC1)N1CCOCC1 was read as IMP-1 inhibitor -2.4, GPR7 antagonist -1, NALP1 inh -9, PHOSPHO1 block 20, IDE inh -4, VIM-2 inhibitor -2.0, PfM18AAP inh -2 and p-CIP stab down -2.
Screening Cc1nnc(SCCC(=O)Nc2nc(-c3ccccc3)ns2)s1 returned IMP-1 inhibitor -4.3, GPR7 antagonist -6, NALP1 inh -14, PHOSPHO1 block -103, IDE inh -2, VIM-2 inhibitor -3.7, PfM18AAP inh -3, IDE cell activ 1 and p-CIP stab down 0.
`COc1ccc2c(c1)c(=O)oc1cc(OCC(=O)NC3CC3)ccc12` gave IMP-1 inhibitor -4.3, GPR7 antagonist -5, NALP1 inh 1, PHOSPHO1 block 14, IDE inh 2, VIM-2 inhibitor -2.9, PfM18AAP inh -2, IDE cell activ 2 and p-CIP stab down 5.
Screening Cc1cc(O)c(C(C)C)cc1NC(=O)Nc1cccc2ccccc12 returned IMP-1 inhibitor -0.7, GPR7 antagonist -18, NALP1 inh -2, PHOSPHO1 block 28, IDE inh 6, VIM-2 inhibitor -0.8, PfM18AAP inh 5, IDE cell activ 4 and p-CIP stab down -15.
N#CC1=C(S)N(c2ccccc2)C(c2ccc(-c3cc(Cl)ccc3Cl)o2)NC1=O (stereo unspecified) was read as IMP-1 inhibitor -0.1, GPR7 antagonist 0, NALP1 inh 7, PHOSPHO1 block 17, IDE inh 0, VIM-2 inhibitor -2.5, PfM18AAP inh 4, IDE cell activ 4 and p-CIP stab down 4.
`Cc1cc(C(=O)N2CCN(c3ccc(C(F)(F)F)cn3)CC2)c(C)o1` gave IMP-1 inhibitor -2.0, GPR7 antagonist 1, NALP1 inh 8, PHOSPHO1 block 38, IDE inh 17*, VIM-2 inhibitor -1.6, PfM18AAP inh 1, IDE cell activ -18 and p-CIP stab down -13.
Screening O=C(CCN1C(=O)C2C3CC(C(Br)C3Br)C2C1=O)OCC(=O)c1ccccc1 (stereo unspecified) returned IMP-1 inhibitor -0.7, GPR7 antagonist 2, NALP1 inh 13, PHOSPHO1 block -21, IDE inh -3, VIM-2 inhibitor -1.1, PfM18AAP inh -6, IDE cell activ 3 and p-CIP stab down -5.
`COc1ccc(Nc2nc(N)nc(CN3CCOCC3)n2)cc1` gave IMP-1 inhibitor -2.9, GPR7 antagonist -5, NALP1 inh 3, PHOSPHO1 block -14, IDE inh 15, VIM-2 inhibitor -2.2, PfM18AAP inh 1, IDE cell activ 5 and p-CIP stab down -4.
Screening COc1cc(NC(=O)c2cc3ccccc3cc2OC)ccc1NC(=O)c1cccs1 returned IMP-1 inhibitor -1.0, GPR7 antagonist -26, NALP1 inh 9, PHOSPHO1 block 28, IDE inh 5, VIM-2 inhibitor -1.7, PfM18AAP inh 2, IDE cell activ -2 and p-CIP stab down 9.
For CCC(C)(C)NC(=O)COc1ccc(OCc2ccccc2)cc1 the results were IMP-1 inhibitor -2.8, GPR7 antagonist -10, NALP1 inh -2, PHOSPHO1 block 53, IDE inh -4, VIM-2 inhibitor -4.0, PfM18AAP inh -2, IDE cell activ 0 and p-CIP stab down -17.
`Cc1[nH]c2ccccc2c(=O)c1SC(F)(F)C(F)C(F)(F)F` (stereo unspecified) gave IMP-1 inhibitor -2.8, GPR7 antagonist 0, NALP1 inh 5, PHOSPHO1 block 24, IDE inh 5, VIM-2 inhibitor -0.2, PfM18AAP inh -4, IDE cell activ -1 and p-CIP stab down -4.
CCN1C(=O)C(CC(=O)Nc2ccc(F)cc2)N(Cc2ccc3c(c2)OCO3)C1=S (stereo unspecified) was read as IMP-1 inhibitor -0.8, GPR7 antagonist 8, NALP1 inh -14, PHOSPHO1 block 47, IDE inh 0, VIM-2 inhibitor -0.7, PfM18AAP inh 7, IDE cell activ 6 and p-CIP stab down -2.
Screening CCN1CCN(CC(=O)Nc2ccc(Cl)c(S(=O)(=O)N(C)C)c2)CC1 returned IMP-1 inhibitor -2.5, GPR7 antagonist -3, NALP1 inh 5, PHOSPHO1 block 48, IDE inh 1, VIM-2 inhibitor -1.5, PfM18AAP inh -5, IDE cell activ 0 and p-CIP stab down 14.
For COCCN(C(C)=O)c1nnc(-c2ccccn2)s1 the results were IMP-1 inhibitor -2.1, GPR7 antagonist -7, NALP1 inh 8, PHOSPHO1 block -3, IDE inh -3, VIM-2 inhibitor -1.4, PfM18AAP inh -1, IDE cell activ 5 and p-CIP stab down -3.
`O=C1CC(C(=O)Nc2nccs2)C(c2ccccc2)O1` (stereo unspecified) gave NALP1 inh 9, PHOSPHO1 block -19, IDE inh 6, IDE cell activ 3 and p-CIP stab down -1.
`CNC(=S)N(Cc1cc2cc(OC)c(OC)cc2[nH]c1=O)C1CCCC1` gave IMP-1 inhibitor 0.0, GPR7 antagonist 3, NALP1 inh -5, PHOSPHO1 block 0, IDE inh -1, VIM-2 inhibitor -1.8, PfM18AAP inh 6, IDE cell activ 0 and p-CIP stab down 0.
`CCCCNc1ncnc2sc3c(c12)CCN(CCC)C3` gave IMP-1 inhibitor -0.8, GPR7 antagonist 3, NALP1 inh -46, PHOSPHO1 block 34, IDE inh -5, VIM-2 inhibitor 0.2, PfM18AAP inh -1, IDE cell activ 0 and p-CIP stab down -5.

Quoted from the entries so far for reference:
O=C(CN1CCN(S(=O)(=O)c2ccc(Cl)s2)CC1)N1CCOCC1 was read as IMP-1 inhibitor -2.4, GPR7 antagonist -1, NALP1 inh -9, PHOSPHO1 block 20, IDE inh -4, VIM-2 inhibitor -2.0, PfM18AAP inh -2 and p-CIP stab down -2.
Screening Cc1nnc(SCCC(=O)Nc2nc(-c3ccccc3)ns2)s1 returned IMP-1 inhibitor -4.3, GPR7 antagonist -6, NALP1 inh -14, PHOSPHO1 block -103, IDE inh -2, VIM-2 inhibitor -3.7, PfM18AAP inh -3, IDE cell activ 1 and p-CIP stab down 0.
